POLB inh: inhibitors of human DNA polymerase beta. P06746. Pol beta primer extension/strand displacement, fluorescence kinetic. Potency, µM (doses to about 114 µM), inactives show top-dose activity change, negative = inhibition, hits mostly inhibitors. actives 1.3% (n = 340,000). AID 485314; also: % is scaled to controls: 0 for no effect and ±100 for the full control effect
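Enzyme-only controls used 10 nM Pol beta; buffer lacking enzyme served as negative control. Compound preincubated 15 min, then 50 nM substrate added; 0 and 10 min reads at room temperature.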
POLK inh: blocks human DNA polymerase kappa activity; AID 588579; Potency, µM (doses to about 107 µM), for inactives: at the top dose activity, negative = inhibition, hits mostly inhibitors; actives 0.53% (n = 400,000); purified Pol kappa, fluorescent DNA synthesis assay, 10 min; Q9UBT6; also: % is scaled to controls: 0 for no effect and ±100 for the full control effect
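Kinetic fluorescence screen: compound preincubated 15 min RT with 10 nM enzyme; 50 nM substrate (final) initiates; reads at 0/10 min.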
POLI inh: inhibitors of human DNA polymerase iota; actives 1% (n = 390,000); Pol iota fluorescent replication assay, 10 min; Potency, µM (doses to about 115 µM), inactives show at the highest dose activity, negative = inhibition, hits mostly inhibitors; Q9UNA4
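Pol iota at 10 nM preincubated 15 min with compounds at room temperature; reaction started with fluorescent substrate, 50 nM final. Fluorescence read kinetically at 0 and 10 min; buffer-only wells as negative control.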
Apoferritin bind: candidate novel general anesthetic via apoferritin binding | P02791 | apoferritin/1-aminoanthracene competitive binding, fluorescence | Potency, µM (top dose mostly 77.5 µM), inactives show at the highest dose activity change, negative = displacement, actives largely listed as inhibitors | actives 0.074% (n = 350,000) | AID 485281; also: % is scaled to controls: 0 for no effect and ±100 for the full control effect; nearly all actives have a fitted effect of over 20% in size
Target sequence (P02791 2-175 limits assumed): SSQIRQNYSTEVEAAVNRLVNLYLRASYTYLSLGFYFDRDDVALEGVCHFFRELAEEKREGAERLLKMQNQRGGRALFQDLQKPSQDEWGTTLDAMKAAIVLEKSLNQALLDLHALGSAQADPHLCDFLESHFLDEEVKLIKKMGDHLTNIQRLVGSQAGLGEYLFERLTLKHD
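In PBS, apoferritin at 10 uM is loaded with 1-AMA from a 50% saturated solution. After 10 min of compound exposure at ambient temperature, reduced 535 nm fluorescence indicates probe displacement.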
APE1 inh: inhibitors of human APE1 endonuclease; P27695; recombinant APE1, TAMRA/BHQ-2 abasic DNA cleavage fluorescence; Potency, µM (series often up to 65.8 µM), for the others: top-dose activity change, negative = inhibition, most hits filed as inhibitors; actives 0.35% (n = 350,000);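 also: plate controls were vehicle for no effect and reference inhibitor for full effect; nearly all actives have a fitted effect of over 55% in size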
Target sequence (P27695 whole entry, looked up): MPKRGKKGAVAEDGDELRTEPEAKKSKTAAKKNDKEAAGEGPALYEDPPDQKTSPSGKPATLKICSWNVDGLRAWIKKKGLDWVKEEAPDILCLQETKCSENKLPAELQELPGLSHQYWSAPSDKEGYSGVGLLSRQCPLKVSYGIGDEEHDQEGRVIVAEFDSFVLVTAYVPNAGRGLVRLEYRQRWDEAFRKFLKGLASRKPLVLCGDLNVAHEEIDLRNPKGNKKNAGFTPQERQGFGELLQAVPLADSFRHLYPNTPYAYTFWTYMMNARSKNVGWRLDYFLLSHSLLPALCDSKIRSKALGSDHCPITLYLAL
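Quantitative HTS: incision of a TAMRA/BHQ-2 double-stranded substrate bearing a tetrahydrofuran abasic site by 0.75 nM APE1 raises fluorescence. Substrate 50 nM final, added after 15 min compound preincubation at room temperature; progress as third-minus-first kinetic read difference.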
BAZ2B block: BAZ2B (human) inhibition; Q9UIF8; AlphaScreen BAZ2B-H3K14Ac peptide displacement; Potency, µM (top dose mostly 114 µM), inactives show at the top dose activity change, negative = inhibition, actives largely listed as inhibitors; actives 4.4% (n = 360,000); AID 504333; also: % is scaled to controls: 0 for no effect and ±100 for the full control effect; nearly all actives have a fitted effect of over 60% in size
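Complex of BAZ2B and biotin-H3K14Ac (50 nM apiece) forms over 30 min at RT, then faces library compounds up to 110 uM for another 30 min; AlphaScreen beads added, 20 min dark incubation, luminescence read.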
G9a block: blocks human histone lysine methyltransferase G9a. Q96KQ7. G9a H3K9 monomethylation, AlphaScreen, 2 h. Potency, µM (top dose mostly 102 µM), for inactives: at the highest dose activity, negative = inhibition, most hits filed as inhibitors. actives 8.8% (n = 350,000); also: % is scaled to controls: 0 for no effect and ±100 for the full control effect; nearly all actives have a fitted effect of over 75% in size
Target sequence (Q96KQ7 913-1193 limits assumed): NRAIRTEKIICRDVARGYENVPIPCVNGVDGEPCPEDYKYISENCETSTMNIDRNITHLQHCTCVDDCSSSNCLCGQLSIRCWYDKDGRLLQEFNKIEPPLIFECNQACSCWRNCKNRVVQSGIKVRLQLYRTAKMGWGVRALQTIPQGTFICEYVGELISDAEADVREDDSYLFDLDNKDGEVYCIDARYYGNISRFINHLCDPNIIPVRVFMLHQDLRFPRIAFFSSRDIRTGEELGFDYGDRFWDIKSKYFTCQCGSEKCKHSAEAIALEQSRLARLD
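Signal arises when biotinylated H3K9 peptide, once monomethylated, bridges streptavidin donor and antibody-captured acceptor beads. Enzyme at 20 nM was preincubated 15 min with test compounds; peptide 500 nM and SAM 20 uM then reacted for 2 h.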
BLM inh: blocks DNA unwinding by human BLM helicase; Potency, µM (series often up to 56.1 µM), for the others: at the top dose activity change, negative = inhibition, hits mostly inhibitors; actives 0.2% (n = 350,000); recombinant BLM DNA unwinding, fluorescence dequenching;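 also: plate controls were vehicle for no effect and no enzyme for full effect; nearly all actives have a fitted effect of over 35% in size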
Pol eta inh: blocks human DNA polymerase eta activity | recombinant Pol eta, fluorescent DNA replication assay | AID 588591 | Potency, µM (series often up to 114 µM), without a hit: at the highest dose activity change, negative = inhibition, usual class: inhibitors | actives 1.2% (n = 390,000) | Q9Y253; also: % is scaled to controls: 0 for no effect and ±100 for the full control effect
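Pol eta (10 nM) was preincubated with compounds for 15 min at room temperature, after which fluorescent replication substrate (50 nM final) was added to start the reaction. Fluorescence was read kinetically at 0 and 10 min.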
Starred values were filed as active, the others as inactive; u = inconclusive; x = no result given; & = joins results of further samples; [ ] = remark or other dose. Calls follow the shape of the dose curve; as a rule, active = well fitted curve in the direction sought with a large enough effect; inconclusive = small, poorly fitted or top-dose-only effect, or another doubt; inactive = no such curve, though single readings can be large; an effect the other way counts as inactive or inconclusive. Potency is read from the fitted curve at half-maximal effect. A portion of the library; count on the stated rates, not on these rows.

SMILES	POLB inh	POLK inh	POLI inh	Apoferritin bind	APE1 inh	BAZ2B block	G9a block	BLM inh	Pol eta inh
CCOc1ccc(S(=O)(=O)NCCC2=CCCCC2)c2ccccc12	-3%	-19%	-11%[58.9 µM]	60%[activator]	-4%	16%	37%	-11%	-10%
CCOC(=O)c1cc(-c2ccccc2)n(CC2CC(c3ccc(OC)cc3)=NO2)n1 (stereo not drawn)	7%	0%	-6%	24%	-13%	-3%	14%	-8%	-5%
Cc1ccccc1NC(=O)CON=C(N)c1ccccc1	x	-4%	37%[activator]	x	35%	6%	9%[59 µM]	x	-20%
Cn1cc(S(=O)(=O)N2CCN(c3cccc(C(F)(F)F)c3)CC2)c(=O)n(C)c1=O	-3%	3%	28%	-23%	10%	-2%	-24%	-3%	-24%
O=C(CCOc1ccccc1)Nc1ccc(Cl)c(S(=O)(=O)N2CCOCC2)c1	x	-3%	19%	x	-9%	4%	-12%	x	-18%
COc1ccc2c(c1)O[C@@H](c1cccc(C(F)(F)F)c1)[C@H](OC(=O)Nc1ccc(OC(F)F)cc1)C2=O	0%	-7%	5%	-9%	1%&0%	1%	11%	-3%&-13%	-14%
CCC(=O)N1CCc2cc(Br)cc(S(=O)(=O)NCc3ccccc3OC)c21	-16%	5%	35%[activator]	2%	67%[activator]	-1%	8%	-2%	-13%
NCCCCCCCCCCNCCCN	x	11%[60.1 µM]	x	-7%	2%	x	x	28%	x
CC1CCN(C(C)C(=O)Nc2ccc(S(=O)(=O)N3CCCC3)cc2)CC1 (stereo not drawn)	x	-5%	-16%	x	15%	-1%	0%[12.7 µM]	x	-14%
Cc1ccc2nc(-c3ccc(NC(=O)CCN4C(=O)c5ccccc5C4=O)cc3)sc2c1	1%	-4%	6%	-1%	7%	-19%	45µM*	-4%	-2%
CCOC(=O)C1=C(c2ccccc2)NC(=S)NC1c1ccc(Cl)c([N+](=O)[O-])c1 (stereo not drawn)	2%	x	x	-16%	0%	u	0%[59 µM]	-7%	x
O=C(NCCOc1ccccc1Cl)c1cc(F)c(F)cc1Cl	20%	-11%	11%	-18%	-5%	12%	34%	2%	-9%

Reprinted from the part before: 3 entries, then new ones.
SMILES	POLB inh	POLK inh	POLI inh	Apoferritin bind	APE1 inh	BAZ2B block	G9a block	BLM inh	Pol eta inh
Cc1ccc2nc(-c3ccc(NC(=O)CCN4C(=O)c5ccccc5C4=O)cc3)sc2c1	1%	-4%	6%	-1%	7%	-19%	45µM*	-4%	-2%
CCOC(=O)C1=C(c2ccccc2)NC(=S)NC1c1ccc(Cl)c([N+](=O)[O-])c1 (stereo not drawn)	2%	x	x	-16%	0%	u	0%[59 µM]	-7%	x
O=C(NCCOc1ccccc1Cl)c1cc(F)c(F)cc1Cl	20%	-11%	11%	-18%	-5%	12%	34%	2%	-9%
COc1ccccc1NC(=O)Nc1ccnn1C1CCCCC1	-17%	-5%	4%	-12%	-7%	-21%	-7%	-4%	-4%
O=C(CNC(=O)c1ccc(Br)o1)NCc1ccc2c(c1)OCO2	13%	-5%	0%	-16%	-12%	-32%	-4%	0%	-13%
CC(=O)c1c(C)nc2ccccn12	-4%	-16%	16%	2%	4%	2%	21%[59 µM]	0%	-7%
COc1ccc(/C=C/c2nc3cc(-c4ccccc4)ccc3o2)cc1O	-10%	0%	7%	-6%	4%	-17%	13%[59 µM]	-15%	-8%
Cc1ccc2cc(CN(CC3CCCO3)S(=O)(=O)c3c(C)ccc4nsnc34)c(=O)[nH]c2c1 (stereo not drawn)	22%	-2%	15%	-9%	18%	11%	-10%	0%	0%
CCCn1c(=O)[nH]c(=O)c2c1nc(-c1ccc(OC(F)(F)C(F)C(F)(F)F)cc1)n2CCOC (stereo not drawn)	0%	-2%	16%	-12%	16%	9%	25µM*	-11%	-2%
CN1CCN(c2ncc3nc(-c4ccc(Cl)cc4)c(=O)n(CCC#N)c3n2)CC1	x	-9%[60.1 µM]	x	x	15%	x	4%[12.7 µM]	-2%	x
CCOc1ccc(-c2cc(NC(=O)Nc3ccccc3Cl)c(C(=O)OC)s2)cc1	6%	-5%	11%	-4%	x	1%	2%[59 µM]	-2%	-4%
COc1ccc(Br)cc1S(=O)(=O)N1CC(C)OC(C)C1 (stereo not drawn)	-2%	-6%	29%	0%	2%	5%	22%[59 µM]	4%	12%
Cc1csc(NC(=O)c2cc(-c3ccncc3)nc3ccccc23)n1	-9%	-17%	u	-15%	-2%	-33%	-29%	-3%	-14%
O=C(NCc1cccnc1)C1CCC(CNS(=O)(=O)c2ccc(Cl)cc2)CC1 (stereo not drawn)	-1%	5%	162%[activator]	-3%	4%	-13%	1%	-3%	-6%
CCCCSc1nnc(NC(=O)CCc2ccccc2)s1	-15%	-2%	1%	-15%	-5%	3%	u	2%	-7%

Given field by field: part of the list above.
Cc1ccc2cc(CN(CC3CCCO3)S(=O)(=O)c3c(C)ccc4nsnc34)c(=O)[nH]c2c1 (stereo not drawn)
  POLB inh: 22%; POLK inh: -2%; POLI inh: 15%; Apoferritin bind: -9%; APE1 inh: 18%; BAZ2B block: 11%; G9a block: -10%; BLM inh: 0%; Pol eta inh: 0%
CCCn1c(=O)[nH]c(=O)c2c1nc(-c1ccc(OC(F)(F)C(F)C(F)(F)F)cc1)n2CCOC (stereo not drawn)
  POLB inh: 0%; POLK inh: -2%; POLI inh: 16%; Apoferritin bind: -12%; APE1 inh: 16%; BAZ2B block: 9%; G9a block: 25µM*; BLM inh: -11%; Pol eta inh: -2%
CCCCSc1nnc(NC(=O)CCc2ccccc2)s1
  POLB inh: -15%; POLK inh: -2%; POLI inh: 1%; Apoferritin bind: -15%; APE1 inh: -5%; BAZ2B block: 3%; G9a block: u; BLM inh: 2%; Pol eta inh: -7%
O=C(NCc1cccnc1)C1CCC(CNS(=O)(=O)c2ccc(Cl)cc2)CC1 (stereo not drawn)
  POLB inh: -1%; POLK inh: 5%; POLI inh: 162%[activator]; Apoferritin bind: -3%; APE1 inh: 4%; BAZ2B block: -13%; G9a block: 1%; BLM inh: -3%; Pol eta inh: -6%

(cont.)
SMILES	POLB inh	POLK inh	POLI inh	Apoferritin bind	APE1 inh	BAZ2B block	G9a block	BLM inh	Pol eta inh
CCOC(=O)C(NC(=O)c1ccc(OC)cc1)(Nc1cc(C)on1)C(F)(F)F (stereo not drawn)	75%	4%	17%	-11%	-1%	-2%	-21%	-4%	-9%
COc1ccccc1CN(C)C(=O)c1cc(C)nc2ccccc12	0%	3%	-19%	-10%	5%	0%	26%	-5%	1%
CCN1CCN(c2nc(Nc3ccc(OC)cc3)nc(N)c2[N+](=O)[O-])CC1	-23%	-9%	68%[activator]	-14%	3%	-20%	-29%	-4%	4%
Cc1cccc(NC(=O)CC2C(=O)OCCN2Cc2ccccc2)c1 (stereo not drawn)	9%	1%	8%	u	x	-3%	-7%[59 µM]	-2%	1%
O=C(CCSc1ccc(Br)cc1)c1ccc(O)cc1	11%	6%	-8%	-10%	5%	2%	-33%	-16%	-14%
CCCCNc1cc(=O)n(C)c(=O)[nH]1	39%	-3%	-3%	4%	-7%	6%	50µM*	0%	-7%
CCCc1nc2ccccc2c(=O)n1-c1ccc(C(=O)OCC)cc1	22%	1%	187%[activator]	-7%	-3%	2%	-2%	7.9µM*	-13%
CCC(=O)NNc1cccc(Cl)n1	4%	-17%	10%	-4%	0%	1%	34%	-1%	-13%
CC1CCCCC1NC(=O)COC(=O)c1ccc2ccccc2n1 (stereo not drawn)	16%	5%	13%	u	0%	-4%	-37%	1%	-20%
O=c1c2ccccc2nc(-c2ccc(F)cc2)n1NCc1ccccc1O	-15%	0%	15%	-5%	-2%	3%	1%	-9%	-10%
Cc1ccc(NC(=O)C2CCN(S(=O)(=O)c3ccc4[nH]c(=O)ccc4c3)CC2)cc1C	10%	5%	5%	u	x	-13%	-6%[59 µM]	1%	9%
CN(c1ccccc1)S(=O)(=O)c1cccc(C(=O)Nc2nn[nH]n2)c1	13%	-9%	11%	4%	16%	u	x	-2%	-16%
O=C(COc1cc(Cl)c(Cl)cc1Cl)NC(=O)Nc1ccc2c(c1)OCCO2	-1%	-2%	42%[activator]	-12%	0%	-15%	-4%[59 µM]	-1%	-3%
Cc1cccn2c(N)c(-c3ccccc3)nc12	-8%	-14%	-2%	53%[activator]	1%	-4%	-4%[59 µM]	-1%	-18%
CCCCOc1ccc(C(=O)Nc2ccc(-c3nc4ccccc4s3)cc2C)cc1	16%	-9%	28%	-3%	x	-5%	9%[59 µM]	-4%	-12%
Cc1ccccc1NC(=O)COC(=O)c1cccc(S(=O)(=O)N2CCCCC2)c1	x	-13%	u	x	11%	5%	-2%[59 µM]	x	0%
COc1ccc(C2=NS(=O)(=O)N(C)C(C(=O)Nc3ccc(F)cc3F)=C2)cc1	1%	-1%	-8%	u	52%[activator]	-35%	u	-4%	-8%
CCOC(=O)C1C(=O)C=C(c2ccc(C)cc2)CC1c1cccc([N+](=O)[O-])c1 (stereo not drawn)	8%[57.1 µM]	-5%	20%	-1%	1%	0%	-51%	1%	-17%
CCOC(=O)c1c(C)[nH]c(C)c1S(=O)(=O)NCC(=O)NCc1cccc(C)c1	-2%	-2%	4%	-19%	x	-12%	7%[59 µM]	4%	-4%
Cc1cccc(CCNC(=O)c2c[nH]c3ccc(S(=O)(=O)Nc4ccccc4F)cc3c2=O)c1	5%	-22%[60.1 µM]	u	-18%	x	4%	-27%[59 µM]	3%	-6%
Cc1cc(S(=O)(=O)Nc2c(C)nc3nc[nH]n3c2=O)ccc1F	9%	7%	38%[activator]	0%	-2%	-8%	-13%	-1%	17%
CCOC(=O)c1c(NC(=O)/C=C\C(=O)O)sc(C)c1-c1ccccc1	7%	-12%	10%	-17%	-1%	-16%	u	-1%	1%

Source: PubChem BioAssay
